HP1b chromo inh = HP1-beta chromodomain-methylated histone interaction inhibition; P83916; AlphaScreen HP1-beta / biotin-H3K9me3 peptide binding; Potency, µM (titrated, usually from 114 µM), for inactives: at the top dose activity change, negative = inhibition, most hits filed as inhibitors; 390,000 compounds, 0.56% hits; AID 540317; also: potency is read from the fitted curve at half-maximal effect; nearly all actives have a fitted effect of over 70% in size; inactives centre near 23
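Compound inhibition of the preformed complex between 50 nM HP1-beta and 50 nM biotinylated H3K9me3 peptide was read by AlphaScreen. Buffer was PBS pH 7.4 with 0.01% Tween-20. Incubations ran 30 min at room temperature, with 10 ug/mL donor/acceptor beads.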
GLS inhibitor = inhibitors of human glutaminase (GLS) | O94925 | GLS enzymatic activity, qHTS titration | Potency, µM (doses to about 45.5 µM), for the others: top-dose activity change, negative = inhibition, hits mostly inhibitors | 410,000 compounds, 0.21% hits | AID 624170; also: potency is read from the fitted curve at half-maximal effect; % is scaled to controls: 0 for no effect and ±100 for the full control effect
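Assay buffer: 45 mM KH2PO4 pH 8.2, 0.02% Tween-20. hKGA acts on L-glutamine (1 mM solution added); product glutamate is reported by an oxidase/peroxidase Amplex Red coupling, with fluorescence taken at baseline and 30 min.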
PGK inhibitor = T. brucei PGK inhibition; 380,000 compounds, 0.043% hits; P07378; AID 602233; PGK/GAPDH coupled, Kinase-Glo luminescence, 60 min; Potency, µM (top dose mostly 57.5 µM), for the others: top-dose activity change, negative = inhibition, hits mostly inhibitors; also: potency is read from the fitted curve at half-maximal effect; % is scaled to controls: 0 for no effect and ±100 for the full control effect; nearly all actives have a fitted effect of over 60% in size
Target sequence (P07378 whole entry, looked up): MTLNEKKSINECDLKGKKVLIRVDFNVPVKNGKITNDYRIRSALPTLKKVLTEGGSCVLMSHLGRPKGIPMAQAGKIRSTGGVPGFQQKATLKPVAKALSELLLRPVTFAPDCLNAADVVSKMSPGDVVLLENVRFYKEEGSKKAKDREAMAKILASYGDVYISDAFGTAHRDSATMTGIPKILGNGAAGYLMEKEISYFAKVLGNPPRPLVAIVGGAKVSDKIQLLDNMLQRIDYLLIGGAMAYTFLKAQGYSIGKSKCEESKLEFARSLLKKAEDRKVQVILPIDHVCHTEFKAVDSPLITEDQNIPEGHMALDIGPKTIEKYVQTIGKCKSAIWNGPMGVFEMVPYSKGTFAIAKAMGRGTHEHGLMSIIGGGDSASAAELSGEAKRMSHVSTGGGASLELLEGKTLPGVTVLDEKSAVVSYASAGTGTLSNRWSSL
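Luminescent ATP detection (Kinase-Glo Plus) follows a 60-minute room-temperature incubation, with wells lacking PGK as controls. Buffer: 100 mM TEA (pH 7.6), 5 mM MgCl2, 0.01% Tween-20. Coupling enzyme GAPDH (100 nM final) supplies unstable 1,3-BPG in-well.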
PI4K2A inh = inhibitors of human PI4K2A | Q9BTU6 | purified PI4K2A, ADP-Glo luminescence, 1 h; hits give low values | activity change, negative = inhibition, % at 76.9 µM | 420,000 compounds, 0.13% hits; in the data active = activity change below about -50%; inconclusive = mostly about -30% to -49%;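 also: -100% = wells without enzyme as full effect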
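Compounds are screened against recombinant PI4K2A using PI as substrate and ATP, the latter dispensed at 300 microM. Reactions run one hour at ambient temperature before ADP-Glo detection; full inhibition defined by wells lacking enzyme.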
BAZ2B inh = BAZ2B (human) inhibition; AlphaScreen BAZ2B-H3K14Ac peptide displacement; Q9UIF8; Potency, µM (doses to about 114 µM), without a hit: at the highest dose activity change, negative = inhibition, usual class: inhibitors; 360,000 compounds, 4.4% hits; also: potency is read from the fitted curve at half-maximal effect; % is scaled to controls: 0 for no effect and ±100 for the full control effect; nearly all actives have a fitted effect of over 60% in size
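AlphaScreen displacement of biotin-H3(5-23)K14Ac peptide (50 nM final) from BAZ2B (50 nM final) in PBS pH 7.4, 0.01% Tween-20; complex preformed 30 min RT, then compounds (top 110 uM) 30 min RT, beads 20 min dark.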
JMJD2A Tudor = inhibitors of human JMJD2A Tudor domain | Potency, µM (series often up to 114 µM), for inactives: top-dose activity change, negative = inhibition, most hits filed as inhibitors | 390,000 compounds, 4.4% hits | AlphaScreen JMJD2A-Tudor / H3K4me3 peptide binding | O75164; also: potency is read from the fitted curve at half-maximal effect; % is scaled to controls: 0 for no effect and ±100 for the full control effect; nearly all actives have a fitted effect of over 50% in size
Pin1 inh = blocks the human prolyl isomerase Pin1; 390,000 compounds, 0.009% hits; Pin1 FP peptide displacement, HiFluor488, 10 min; Potency, µM (series often up to 115 µM), inactives show at the top dose activity, negative = inhibition, actives largely listed as inhibitors; Q13526; active = well fitted inhibition curve with a large enough effect in the polarisation, with a control signal flat, not every such curve was filed as active; inconclusive = small, poorly fitted or top-dose-only effect, or effect the other way, or a change in a side signal; inactive = no such curve, though single readings can be large or run the other way; the % refers to the polarisation; also: potency is read from the fitted curve at half-maximal effect; % is scaled to controls: 0 for no effect and ±100 for the full control effect
Target sequence (Q13526 whole entry, looked up): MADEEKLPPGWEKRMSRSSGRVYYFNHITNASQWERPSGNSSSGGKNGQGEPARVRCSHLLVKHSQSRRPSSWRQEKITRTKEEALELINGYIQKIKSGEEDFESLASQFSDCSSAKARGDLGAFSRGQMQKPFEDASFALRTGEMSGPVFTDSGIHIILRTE
ERG Ets-DNA blk = ERG Ets/DNA interaction inhibition. P11308. fluorescence polarization, His-ERG Ets domain / labelled DNA. Potency, µM (highest dose often 76.9 µM), for inactives: top-dose FP activity, negative = inhibition, most hits filed as inhibitors. 370,000 compounds, 0.028% hits. AID 624246; active = well fitted inhibition curve with a large enough effect in the polarisation, with a control signal flat; inconclusive = small, poorly fitted or top-dose-only effect, or effect the other way, or a change in a side signal; inactive = no such curve, though single readings can be large or run the other way; the % refers to the polarisation;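 also: polarization taken with two DNA probes labelled with fluorescein and Texas red; potency is read from the fitted curve at half-maximal effect; % of control where 0% means no effect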
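His-tagged ERG Ets domain (1 uM in the protein solution; 300mM KCl, 50mM Tris-HCl, 1mM EDTA, 1mM DTT, pH 7.5) received compound, then a probe mix of 5 nM fluorescein-DNA and 100nM Texas-615-DNA. Fluorescence polarization was read for both dyes.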
G9a block = blocks human histone lysine methyltransferase G9a. Potency, µM (series often up to 102 µM), without a hit: at the highest dose activity, negative = inhibition, hits mostly inhibitors. G9a H3K9 monomethylation, AlphaScreen, 2 h. AID 504332. Q96KQ7. 350,000 compounds, 8.8% hits; also: potency is read from the fitted curve at half-maximal effect; % is scaled to controls: 0 for no effect and ±100 for the full control effect; nearly all actives have a fitted effect of over 75% in size
Target sequence (Q96KQ7 913-1193 limits assumed): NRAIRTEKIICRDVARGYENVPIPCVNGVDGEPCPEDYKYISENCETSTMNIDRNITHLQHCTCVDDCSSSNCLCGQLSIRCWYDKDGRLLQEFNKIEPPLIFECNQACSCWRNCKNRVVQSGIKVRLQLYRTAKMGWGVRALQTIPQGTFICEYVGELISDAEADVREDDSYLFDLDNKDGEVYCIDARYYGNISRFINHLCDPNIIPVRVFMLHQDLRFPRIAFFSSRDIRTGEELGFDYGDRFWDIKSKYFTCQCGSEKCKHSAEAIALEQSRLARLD
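AlphaScreen read-out: biotin-H3K9 peptide (500 nM) methylation by 20 nM enzyme with 20 uM SAM, 2 h at room temperature after 15 min compound preincubation; anti-monomethyl H3K9 antibody plus donor/acceptor beads, 10 min dark.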
* marks the source's active call; other numbers are inactive results; i = inactive; ? = inconclusive; nt = no result given; [ ] = another dose, or the depositor's remark. Unless noted, calls follow the shape of the dose curve; as a rule, active = well fitted curve in the direction sought with a large enough effect; inconclusive = small, poorly fitted or top-dose-only effect, or another doubt; inactive = no such curve, though single readings can be large; an effect the other way counts as inactive or inconclusive.

Values run as follows: JMJD2A Tudor, G9a block, BAZ2B inh, PI4K2A inh, PGK inhibitor, HP1b chromo inh, GLS inhibitor, ERG Ets-DNA blk, Pin1 inh
CC(C)N1C(=O)C2C(C(=O)NCc3ccccc3)C3C=CC2(O3)C1C(=O)NC(C)(C)C (stereo unspecified)
→ -9%, -10%, 0%, 1, -1%, 23%, -1%, -10%, 2%
COc1ccc(C(=O)/C=C/c2ccc(F)cc2)c(OC(=O)c2ccc([N+](=O)[O-])cc2)c1
→ ?, -18%[59 µM], -36%, 62, i, -17%, -25%, 4%, -2%
O=C(Cc1ccccc1)NCCS(=O)(=O)N1CCN(c2ccccc2)CC1
→ -19%, 50µM*, 6%, -12, -9%, 1%, 7%, 7%, -1%
Cc1occc1-c1nnc(SCC(=O)c2c(N)n(Cc3ccccc3)c(=O)n(C)c2=O)n1C
→ 13%, -31%[59 µM], 8%, -4, -1%, 17%, nt, -3%, 1%
CCc1ccc2occ(CC(=O)Nc3sc4c(c3C(=O)NCCOC)CCCC4)c2c1
→ -34%, 7%[59 µM], -3%, 0, -5%, 31%, -1%, -6%, -10%
CCCCNCC1C(Oc2ccc(Cl)cc2)C(=O)N1c1ccccc1C (stereo unspecified)
→ -12%, 2%, 0%, 4, 0%, 39%[activator], 19%, 0%, ?
COc1ccc(NC(=O)CSc2nnc(NC(=O)CN3CCOCC3)s2)cc1
→ -27%, ?, -34%, -9, -2%, 19%, -6%, 4%, 1%
CCCCCNC(=O)C1CC=CCC1C(=O)O (stereo unspecified)
→ -11%, -5%[59 µM], 5%, 2, 8%, 31%, 2%, -2%, 4%
Cc1ccccc1Nc1nnc(SCc2cc(=O)n3ccsc3n2)s1
→ -16%, ?, 36%[57.1 µM], -5, 3%, 19%, 19%, 0%, -2%
CCn1c(Cc2ccccc2)nnc1SCC(=O)N1CCCCC1
→ -5%, 8%[59 µM], 6%, 3, -9%, 50%[activator], 10%, -4%, -6%
Cc1cccc(NC(=O)c2sc3nc(-c4ccc(F)cc4)cn3c2C)n1
→ -15%, -26%[59 µM], -48%, -2, -6%, 27%, 0%, -1%, ?
CC(C)=CCN1CCN(Cc2cccn2-c2nccs2)CC1CCO (stereo unspecified)
→ -24%, nt, -12%, -1, 2%, 15%, 8%, 5%, -6%
CCc1ccccc1NC(=O)c1cc(C2CC2)on1
→ -15%, -1%, 0%, -1, -7%, 29%, 1%, -5%, -1%
CC(C)c1ccc(Cc2cn3cc(-c4cc5ccccc5oc4=O)nc3s2)cc1
→ -7%, 10%[59 µM], 2%, -4, 7%, 37%, 8%, -1%, 1%
CCN(Cc1ccccc1)S(=O)(=O)c1ccc(S(=O)(=O)N2CCN(CCC#N)CC2)cc1
→ -11%, 20%[59 µM], 10%, 1, i, 47%[activator], -4%, -9%, 4%
O=C(COC(=O)c1ccc(S(=O)(=O)N2CCCC2)cc1)Nc1cccc(Br)c1
→ 1%, -6%[2.33 µM], 5%, -4, -2%, 33%, 0%, 15%, 5%
CC(Oc1ccc(S(=O)(=O)N2CCCC2)cc1[N+](=O)[O-])C(=O)NC1(C#N)CCCCC1 (stereo unspecified)
→ -12%, 1%[59 µM], 9%, 4, i, 20%, -13%, -3%, 4%
COC(=O)c1ccccc1NC(=O)C1CC(c2ccccc2O)=NO1 (stereo unspecified)
→ -14%, ?, -19%, 8, -9%, 13%, 10%, 14%, 5%
COc1ccc(C(=O)N2CCN(c3c(C)cccc3C)CC2)cc1OC
→ ?, ?, -25%, -1, -7%, 4%, 9%, -28%, -15%
CCCN1C(=O)C2(c3ccccc31)c1c(oc3ccc(F)cc3c1=O)C(=O)N2CCCOC(C)C (stereo unspecified)
→ -13%, -35%[59 µM], -1%, 3, 6%, 23%, 4%, 1%, -1%
O=C(Cc1c[nH]c2ccccc12)N1CCc2ccccc21
→ -34%, ?, ?, -13, 5%, 14%, 4%, 2%, -2%
CCOC(=O)c1c(NC(=O)c2ccncc2)sc(C)c1C
→ -21%, 16µM*, -8%, 1, -3%, 19%, -11%, 2%, 0%
CCC(C(=O)NCCc1ccccc1)c1ccccc1 (stereo unspecified)
→ -7%, 23%, 8%, 1, -9%, 45%[activator], -5%, -24%, 1%
Nc1ccn(CC(=O)N[C@H](CO)Cc2c[nH]c3ccccc23)c(=O)n1
→ -4%, -14%[2.33 µM], -4%, -5, -4%, 49%[activator], 21%, -7%, -3%
COCCn1c(N)c(C(=S)NC(=O)c2cccs2)c(=O)[nH]c1=O
→ -19%, ?, -14%, -7, -8%, -7%, -13%, -4%, 9%
CCOc1cc(CNCC2CCCN2CC)cc(Cl)c1OC (stereo unspecified)
→ -12%, nt, -23%, -1, 7%, 12%, 3%, ?, 3%
CC1(c2ccc3ccccc3c2)NC(=O)N(CC(=O)N2CCC(C(N)=O)CC2)C1=O (stereo unspecified)
→ -8%, 2%, 6%, 4, 1%, 4%, 0%, -7%, -3%
Cc1nc(CCNC(=O)c2cccs2)cs1
→ -1%, 9%[59 µM], 0%, 8, nt, 10%, 2%, nt, 3%
COc1ccc2nc(SCC(=O)Nc3ccccc3C#N)[nH]c2c1
→ -12%, -11%[59 µM], nt, 5, 7%, 20%, 11%, 4%, 0%
COC(=O)c1ccc(CN2CCCC(C(=O)Nc3ccc(-c4ccn[nH]4)cc3)C2)cc1 (stereo unspecified)
→ -12%, nt, -9%, -5, -9%, 19%, -2%, -22%, -6%

One compound at a time, from the list above. Values in the order: JMJD2A Tudor, G9a block, BAZ2B inh, PI4K2A inh, PGK inhibitor, HP1b chromo inh, GLS inhibitor, ERG Ets-DNA blk, Pin1 inh
CCOc1cc(CNCC2CCCN2CC)cc(Cl)c1OC (stereo unspecified) is listed as -12%, nt, -23%, -1, 7%, 12%, 3%, ?, 3%
COC(=O)c1ccccc1NC(=O)C1CC(c2ccccc2O)=NO1 (stereo unspecified) is listed as -14%, ?, -19%, 8, -9%, 13%, 10%, 14%, 5%
CC1(c2ccc3ccccc3c2)NC(=O)N(CC(=O)N2CCC(C(N)=O)CC2)C1=O (stereo unspecified) is listed as -8%, 2%, 6%, 4, 1%, 4%, 0%, -7%, -3%
CCCN1C(=O)C2(c3ccccc31)c1c(oc3ccc(F)cc3c1=O)C(=O)N2CCCOC(C)C (stereo unspecified) is listed as -13%, -35%[59 µM], -1%, 3, 6%, 23%, 4%, 1%, -1%
CC(Oc1ccc(S(=O)(=O)N2CCCC2)cc1[N+](=O)[O-])C(=O)NC1(C#N)CCCCC1 (stereo unspecified) is listed as -12%, 1%[59 µM], 9%, 4, i, 20%, -13%, -3%, 4%

Following part
Values run as follows: JMJD2A Tudor, G9a block, BAZ2B inh, PI4K2A inh, PGK inhibitor, HP1b chromo inh, GLS inhibitor, ERG Ets-DNA blk, Pin1 inh
CCC(=O)Nc1cccc2cccnc12
→ 6%, -12%[59 µM], -5%, 1, -3%, 67%[activator], 4%, -9%, -16%
Cc1nc(CN2CCCC2=NC#N)n(-c2ccccc2)n1
→ -9%, 16%[59 µM], 20%, 0, -9%, 33%, -2%, -3%, -3%
CCOc1cc(CO)ccc1OCC(=O)N1CCCCC1
→ -14%, 7%[2.33 µM], 12%, -1, -9%, 18%, -21%, 3%, 3%
Cc1c(CN2CCC(C(=O)Nc3ccc(Oc4ccccc4)nc3)CC2)cnn1C
→ -14%, 30%, -16%, -2, 7%, 36%, -9%, 7%, -5%
CNC(=O)C(=O)N/N=C/c1cccnc1
→ 13%, nt, -7%, 2, 1%, 16%, -3%, -7%, -7%
O=C(N/N=C/c1ccccc1F)c1ccc(COc2ccccc2Cl)o1
→ -16%, 14%[59 µM], 3%, -3, 1%, 13%, 3%, 4%, 6%
Nc1c(S(=O)(=O)O)cc(NC(=O)c2ccccc2)c2c1C(=O)c1ccccc1C2=O
→ 2.5µM*, ?, 3.5µM*, -29, nt, ?, ?, 10%, nt
Cc1noc2ncnc(N3CCN(c4cccc(Cl)c4)CC3)c12
→ -17%, -7%, -19%, 5, -7%, 30%, 1%, -10%, -1%
NC(=O)NN=C1CCn2cccc21
→ -26%, nt, nt, -3, 3%, 78%[activator], 38%[activator], 3%, -5%

From PubChem BioAssay
